Bioassay records from PubChem.
Mito fusion act – qHTS Assay for Small Molecule Inhibitors of Mitochondrial Division or Activators of Mitochondrial Fusion; 0.23% of 320,000 active; AID 485298, 2010; S. cerevisiae fusion-defective mutant growth rescue, CellTiterGlo 48 h; Potency, µM (top dose mostly 46.1 µM), without a hit: at the top dose growth rescue (activation), hits mostly activators;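 further: potency means the concentration at half of the fitted maximal effect; % of control where 0% means no effect; nearly all actives have a fitted effect of over 45% in size; temperature-sensitive fusion mutants such as fzo1-1 at 37 °C on non-fermentable ethanol glycerol medium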
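Luminescent cell viability in 1536-well qHTS format served as the measure of rescued growth in ts fusion-mutant S. cerevisiae cultured on non-fermentable YPEG for 48 hours at 37C.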
VP16 counter – VP16 counterscreen qHTS for inhibitors of ROR gamma transcriptional activity | 3.5% of 310,000 active | AID 2546, 2010 | Drosophila S2 Gal4-VP16 UAS-luciferase, luminescence, 20 h | Potency, µM (doses to about 53.6 µM), inactives show at the highest dose activity, negative = inhibition, actives largely listed as inhibitors;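 further: Gal4-VP16 expression switched on by copper sulfate through the metallothionein promoter; potency means the concentration at half of the fitted maximal effect; on the % scale 0 is the no-effect control and ±100 the full control effect; nearly all actives have a fitted effect of over 50% in size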
MBNL1 CUG block – qHTS Assay for Inhibitors of MBNL1-poly(CUG) RNA binding; Potency, µM (doses to about 57.5 µM), without a hit: at the top dose activity change, negative = inhibition, most hits filed as inhibitors; 0.036% of 280,000 active; TR-FRET MBNL1-His/biotin-(CUG)12 binding, 665/545 ratio; Muscleblind-like protein 1 (Homo sapiens), Q9NR56; active means well fitted inhibition curve with a large enough effect in the signal ratio, with a control signal flat, not every such curve was filed as active; inconclusive means small, poorly fitted or top-dose-only effect, or effect the other way, or a change in a side signal; inactive means no such curve, though single readings can be large or run the other way; the % refers to the signal ratio; further: potency means the concentration at half of the fitted maximal effect; on the % scale 0 is the no-effect control and ±100 the full control effect
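Compounds (final 92 nM to 58 uM) are added to His-tagged MBNL1 and biotin-(CUG)12, then terbium anti-His antibody and streptavidin-XL665 (5 nM final). After 60 min at room temperature, the 665/545 nm ratio is read.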
FLuc modulator – qHTS profiling assay for firefly luciferase inhibitor/activator using purifed enzyme and Km concentrations of substrates (counterscreen for miR-21 project); purified FLuc, Km substrates, luminescence inhibition; Luciferin 4-monooxygenase (Photinus pyralis), P08659; Potency, µM (titrated, usually from 57.5 µM), for the others: at the top dose activity change, negative = inhibition, hits mostly inhibitors; 6.9% of 360,000 active;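 further: potency means the concentration at half of the fitted maximal effect; plate controls were vehicle for no effect and reference inhibitor for full effect; nearly all actives have a fitted effect of over 55% in size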
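Biochemical qHTS of compounds, final roughly 60 µM downward over six points, against 10 nM purified firefly luciferase using Km concentrations of substrates (10 uM D-luciferin, 10 uM ATP) in Tris acetate pH 7.5 buffer; luminescence output.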
NPC1 prom act – qHTS Assay for NPC1 Promoter Activators; Huh7 NPC1 promoter luciferase reporter, 24 h; Potency, µM (doses to about 9.22 µM), inactives show at the top dose activation, actives largely listed as activators; 2.4% of 320,000 active; AID 485313, 2010;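 further: potency means the concentration at half of the fitted maximal effect; % of control where 0% means no effect; nearly all actives have a fitted effect of over 60% in size; reporter is driven by a mutant NPC1 promoter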
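NPC1 promoter–luciferase Huh7 cells; 24 h compound; luminescence.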
PKM2 activator – qHTS Assay for Activators of Human Muscle isoform 2 Pyruvate Kinase; purified PKM2, Kinase-Glo ATP luminescence, activation; response scale: 0% is enzyme alone, no compound; AID 1631, 2009; 0.34% of 260,000 active; Pyruvate kinase PKM (Homo sapiens), P14618; Potency, µM (top dose mostly 57.5 µM), for inactives: at the top dose activation, actives largely listed as activators; further: potency means the concentration at half of the fitted maximal effect; on the % scale 0 is the no-effect control and ±100 the full control effect; nearly all actives have a fitted effect of over 55% in size
Target sequence (P14618 whole entry, looked up, canonical isoform): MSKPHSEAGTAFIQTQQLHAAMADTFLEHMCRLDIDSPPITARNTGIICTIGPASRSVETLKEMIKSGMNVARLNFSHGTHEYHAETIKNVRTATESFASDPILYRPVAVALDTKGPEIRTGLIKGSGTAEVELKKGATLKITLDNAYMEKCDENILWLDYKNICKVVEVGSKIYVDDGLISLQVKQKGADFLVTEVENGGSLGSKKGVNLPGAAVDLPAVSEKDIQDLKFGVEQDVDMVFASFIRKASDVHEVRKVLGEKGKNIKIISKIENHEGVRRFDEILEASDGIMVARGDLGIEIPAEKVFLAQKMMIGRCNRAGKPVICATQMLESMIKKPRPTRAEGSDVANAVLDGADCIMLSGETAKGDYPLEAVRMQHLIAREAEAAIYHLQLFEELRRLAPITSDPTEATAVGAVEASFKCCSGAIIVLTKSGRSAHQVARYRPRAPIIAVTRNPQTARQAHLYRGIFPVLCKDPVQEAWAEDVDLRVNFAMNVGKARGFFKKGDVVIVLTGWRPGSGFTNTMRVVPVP
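ATP formation by purified human PK-M2, quantified via coupled luciferase luminescence after 1 h at room temperature with 0.1 mM ADP and 0.5 mM PEP final.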
KCNH2 3.1 inh – qHTS for Inhibitors of KCHN2 3.1: Mutant qHTS | 0.95% of 340,000 active | U2OS KCNH2 3.1, thallium flux FluxOr; hits give low values | AID 720553, 2013 | activity change, % (tested at about 1.8 µM);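 active means maximum activity change below -70%; inconclusive means maximum activity change from -70% to -50%; inactive means maximum activity change above -50%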;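 further: thallium influx rate constant from kinetic fluorescence after stimulation buffer; on the % scale 0 is the no-effect control and ±100 the full control effect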
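Thallium flux read-out: FluxOr dye with Red40 quencher in HBSS/HEPES, 45 min at RT. Rate constants from kinetic reads were normalized to positive and negative DMSO controls. Cells: U2OS virally expressing the 3.1 isoform.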
Menin-MLL TR inh – qHTS Assay for Inhibitors Targeting the Menin-MLL Interaction in MLL Related Leukemias: Competition With Texas Red Labeled MLL-derived Mutant Peptide; Menin + Texas Red MLL mutant peptide, fluorescence polarization; O00255; 0.23% of 270,000 active; Potency, µM (titrated, usually from 61.6 µM), for the others: at the highest dose FP activity change, negative = inhibition, hits mostly inhibitors; AID 1768, 2009; active means well fitted inhibition curve with a large enough effect in the polarisation, with a control signal flat, not every such curve was filed as active; inconclusive means small, poorly fitted or top-dose-only effect, or effect the other way, or a change in a side signal; inactive means no such curve, though single readings can be large or run the other way; the % refers to the polarisation; further: potency means the concentration at half of the fitted maximal effect; % of control where 0% means no effect; many of its hits are not listed in these tables
ELG1 DNA repair – qHTS screen for small molecules that inhibit ELG1-dependent DNA repair in human embryonic kidney (HEK293T) cells expressing luciferase-tagged ELG1; AID 504467, 2011; 2.3% of 330,000 active; Potency, µM (highest dose often 46.1 µM), inactives show at the top dose activity change, negative = inhibition, usual class: inhibitors; HEK293T ELG1-luciferase reporter, luminescence, 16 h; DNA damage induced by 5-fluorouridine; further: potency means the concentration at half of the fitted maximal effect; on the % scale 0 is the no-effect control and ±100 the full control effect; nearly all actives have a fitted effect of over 55% in size
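DMSO vehicle served as the neutral condition. Each well held 2,000 cells given 5-fluorouridine plus compound; after 16 hr at 37 °C/5% CO2, ONE-Glo was added and luciferase measured 30 min later.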
Rab9 promoter act – qHTS Assay for Rab9 Promoter Activators; Huh7 Rab9 promoter-luciferase reporter, luminescence, 24 h; 2.8% of 320,000 active; Potency, µM (series often up to 9.22 µM), for the others: at the top dose activation, negative = inhibition, most hits filed as activators; further: potency means the concentration at half of the fitted maximal effect; % of control where 0% means no effect; nearly all actives have a fitted effect of over 60% in size
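Luminescence from Amplite-detected luciferase (10 minutes, ambient) reports Rab9 promoter activation. Before that, stable Rab9-luciferase Huh7 cells (1500/well, reduced-serum OP-MEM I plus 10% FBS) were exposed to compound for 24 hours at 37C.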
RORgamma inh – qHTS for inhibitors of ROR gamma transcriptional activity. Nuclear receptor ROR-gamma (Mus musculus), P51450. Drosophila S2 Gal4-RORgamma UAS-luciferase reporter, 20 h. Potency, µM (doses to about 53.6 µM), without a hit: top-dose activity change, negative = inhibition, most hits filed as inhibitors. 5.4% of 310,000 active. AID 2551, 2010; further: potency means the concentration at half of the fitted maximal effect; on the % scale 0 is the no-effect control and ±100 the full control effect; nearly all actives have a fitted effect of over 60% in size
Target sequence (P51450 whole entry, looked up, the tested form may be a part): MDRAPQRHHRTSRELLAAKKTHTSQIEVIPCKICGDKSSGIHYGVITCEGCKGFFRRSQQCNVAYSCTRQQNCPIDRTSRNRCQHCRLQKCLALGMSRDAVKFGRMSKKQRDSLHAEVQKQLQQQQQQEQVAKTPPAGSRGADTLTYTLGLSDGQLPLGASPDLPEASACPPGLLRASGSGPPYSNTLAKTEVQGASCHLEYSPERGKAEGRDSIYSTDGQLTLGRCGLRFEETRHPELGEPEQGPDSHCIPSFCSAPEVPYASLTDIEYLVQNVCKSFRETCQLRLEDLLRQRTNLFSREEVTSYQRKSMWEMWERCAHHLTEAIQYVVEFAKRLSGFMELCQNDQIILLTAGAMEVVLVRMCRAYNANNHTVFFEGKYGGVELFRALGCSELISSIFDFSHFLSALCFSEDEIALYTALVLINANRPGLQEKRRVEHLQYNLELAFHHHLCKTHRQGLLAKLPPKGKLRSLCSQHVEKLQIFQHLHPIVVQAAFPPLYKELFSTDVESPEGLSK
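Drosophila S2 cells stably expressing Gal4-DBD/mouse RORγ fusion under metallothionein promoter plus UAS-luciferase; compound 1 h, then 700 uM CuSO4 induction for 20 h at ambient temperature; inhibition read as reduced luminescence.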
Numbers without * were called inactive; ? = inconclusive; . = no result given; [ ] = remark or other dose. Unless noted, the call rests on the fitted dose curve; in most records, active means well fitted curve in the direction sought with a large enough effect; inconclusive means small, poorly fitted or top-dose-only effect, or another doubt; inactive means no such curve, though single readings can be large; an effect the other way counts as inactive or inconclusive.

SMILES	Mito fusion act	VP16 counter	MBNL1 CUG block	FLuc modulator	NPC1 prom act	PKM2 activator	KCNH2 3.1 inh	Menin-MLL TR inh	ELG1 DNA repair	Rab9 promoter act	RORgamma inh
COc1ccc(-c2cc(=O)c3cc(OC)c(OC)cc3[nH]2)cc1	-4.4%	-9.6%	-27.6%	?	-0.9%	-3.1%	11.4	-2.0%	10.9%	-5.5%	11.8%
CCc1cccc(CC)c1NC(=O)CSc1nnc(CCC(=O)O)c(=O)[nH]1	0.2%	-16.7%	-12.1%	4.7%	-2.9%	-19.5%	11.3	-4.0%	15.1%	10.8%	-4.5%
CCNC(=S)N(CCO)Cc1cc2cc3c(cc2[nH]c1=O)OCO3	-0.1%	-2.4%	2.1%	-11.9%	-0.7%	-0.5%	17.7	4.4%	21.4%	0.6%	-23.9%
NC(=O)CC[C@@H]1NC(=O)[C@@H]2CCCN2C(=O)c2cc([N+](=O)[O-])cc(I)c2NCCC[C@@H](C(=O)NC(CC(=O)O)C(N)=O)NC1=O (stereo not given in full)	-3.2%	-6.1%	?	-1.8%	-6.9%	1.0%	.	-4.6%	-0.4%	-4.6%	-22.0%
C/C(=N\OC(=O)c1ccc(Cl)cc1)c1nccs1	1.6%	-2.5%	3.9%	0.477µM*	0.7%	-14.4%	29.1	-1.2%	-8.2%	0.6%	0.3%
NC(=O)COc1ccc(C2c3c(oc4ccccc4c3=O)C(=O)N2CC2CCCO2)cc1 (stereo not given)	2.8%	14.3%	8.3%	-10.3%	.	-1.6%	-2.2	7.0%	.	.	-7.8%
Cc1ccc(O)c(-c2cc(-c3cccc(F)c3)n[nH]2)c1	9.5%	?	-4.1%	?	-2.6%	-4.3%	8.5	.	?	-8.7%	?
Cc1cccc(NC(=O)Cn2c(O)c(N=NC(=O)c3ccncc3)c3ccccc32)c1	-2.5%	-0.3%	11.8%	-0.1%	-1.3%	0.5%	22.9	?	-25.3%	-1.1%	-19.8%
CCOC(=O)C1(Cc2cccc(Cl)c2)CCCN(C(=O)c2occc2C)C1 (stereo not given)	-13.5%	-8.3%	-3.0%	?	-1.8%	.	2.0	.	-1.3%	0.3%	15.4%
O=C1CCCCC1Sc1nnc(-c2ccc3c(c2)OCO3)o1 (stereo not given)	7.4%	0.891µM*	-3.0%	0.601µM*	0.199µM*	-20.0%	9.9	9.7%	?	0.1µM*	0.562µM*
COCCNC(=O)c1onc(CSc2ccccc2)c1C(=O)NCCOC	-1.3%	.	.	-19.5%	0.8%	.	10.0	.	?	4.5%	.
Cc1ccc2c(c1)N(S(=O)(=O)c1cc(-c3cc(C)no3)ccc1C)CCO2	-7.9%	-1.4%	-2.3%	2.1%	1.3%	-1.2%	-82.2*	32.6%[activator]	?	-10.4%	-5.7%
Cc1ccc(CNC(=O)c2ccc(N3CCC4(CC3)CC(c3ccccc3)=NO4)c(NC(=O)c3ccccc3)c2)cc1	-3.3%	.	.	0.3%	-1.2%	.	-0.2	.	-14.3%	-6.7%	.
CC(C)Oc1ccc(Br)cc1/C=N\NC(N)=S	3.8%	5.01µM*	26.6%	-7.4%	-1.5%	0.4%	2.0	14.0%	-13.3%	-3.9%	2µM*
CCCCCNCC(=O)Nc1cccc(C(=O)Nc2cccc(C(F)(F)F)c2)c1	-21.5%	-28.4%	7.1%	-4.2%	-1.3%	-11.5%	-48.1	-7.8%	2.9%	-4.7%	?
COc1ccc(/C=N/NC(=O)c2snnc2C)c(OC)c1OC	-7.7%	2.0%	.	-0.7%	-10.7%	0.1%	8.4	-16.1%	-2.6%	-0.7%	-3.0%
CN1C(C(=O)NCCc2cccs2)CC2Cn3c(nc4cc5ccccc5cc43)C21 (stereo not given)	-6.2%	2.3%	18.5%	-19.6%	-1.5%	-0.9%	-26.5	.	-23.0%	-0.6%	15.9%
COC(=O)CN1C(=O)[C@H]2[C@@H](/C=C/c3ccccc3)N3C(=O)CN(CC4CC4)C(=O)[C@@]3(Cc3ccccc3)[C@H]2C1=O	3.1%	3.0%	5.3%	-2.2%	-4.2%	-7.2%	3.5	13.2%	-6.5%	-0.8%	-10.6%
COc1ccc(N2CCN(C(=O)CN(C3CCCCC3)S(C)(=O)=O)CC2)cc1	-0.3%	1.9%	4.4%	-1.0%	-2.0%	-2.2%	7.1	1.1%	6.0%	-12.6%	33.3%
O=C(N/N=C/c1cccc(O)c1)c1ccc(NC(=O)C2CCCCC2)cc1	2.6%	-9.5%	-0.3%	?	5.4%	-3.3%	-6.9	?	-6.1%	-1.3%	?
Cc1ccc(CCNS(=O)(=O)c2ccc3c(c2)N(C)CCO3)cc1	-9.9%	0.3%	-5.4%	-6.7%	-2.0%	.	6.4	.	8.3%	-4.3%	13.3%
Cc1nc2ccc(Cc3ccc4nc(C)[nH]c4c3)cc2[nH]1	3.9%	-1.2%	-15.5%	?	0.8%	-13.9%	12.0	-22.2%	?	-4.7%	36.0%
O=[N+]([O-])c1ccc(Nc2ccc(F)cc2)nc1	3.0%	?	?	2.3%	0.1%	2.9%	-1.4	?	?	-3.1%	28.7%
CCOc1ccc(C(=O)NCC(=O)NCCCSc2ccccc2)cc1OCC	1.1%	-0.7%	-2.9%	3.9%	-6.3%	2.7%	16.4	.	-0.1%	-0.1%	9.7%
CCn1c(Cc2ccccc2)nnc1SCC(=O)Nc1ccc2c(c1)OCCO2	-0.6%	-13.1%	-2.5%	?	-1.7%	-10.2%	-20.3	3.5%	-1.0%	-5.4%	?
Nc1ccc(C(=O)OCC(=O)N2CCc3ccccc3C2)cc1[N+](=O)[O-]	11.2µM*	-11.0%	?	?	19.0%	4.0%	6.2	8.9%	2.1%	21.5%	5.7%
c1ccc(-c2nc3c4ccccc4ccn3c2CN2CCOCC2)cc1	1.9%	6.5%	2.3%	4.78µM*	-2.7%	-1.3%	3.4	.	?	11.9%	?
CCn1cc([N+](=O)[O-])c(C(=O)Nc2c(C)nn(Cc3c(F)c(F)c(F)c(F)c3F)c2C)n1	-1.6%	-8.0%	27.6%	2.2%	-2.3%	-4.6%	2.8	4.3%	2.5%	0.0%	4.9%
CC(C)(Oc1ccc(Cl)cc1)C(=O)NC1CCN(Cc2ccccc2)CC1	27.5%	.	.	-0.2%	0.5%	.	-30.5	.	0.1%	-10.4%	.
CN(C)S(=O)(=O)c1cccc(C(=O)OCC(=O)c2ccc3c(c2)NC(=O)CO3)c1	-1.6%	-1.1%	-10.9%	0.9%	-2.2%	3.5%	0.3	.	8.5%	1.8%	?
C=CCOc1ccc2ccccc2c1/C=N/O	2.9%	12.9%	11.0%	?	1.1%	-6.4%	-6.9	7.6%	?	-4.8%	-4.0%
COc1ccc(-c2cc(C(=O)N3CC4(C)CC3CC(C)(C)C4)no2)cc1 (stereo not given)	3.2%	0.3%	-3.5%	4.0%	-1.2%	9.6%	-1.8	-10.3%	3.0%	-3.7%	23.3%
C/C(=N\NS(=O)(=O)c1cccc([N+](=O)[O-])c1)c1cc2ccccc2o1	6.9%	-6.4%	23.4%	-0.4%	0.3%	-2.2%	-25.7	?	9.4%	-2.8%	?
O=C(CSc1ncnc2sc3c(c12)CCCC3)N1CCC(c2noc3ccc(F)cc23)CC1	-1.3%	-8.2%	15.8%	1.9%	-7.3%	-19.2%	-3.5	-13.4%	-14.7%	-6.8%	-15.4%
O=C1NC(Cc2ccccc2)C(=O)Nc2ccc(Br)cc21 (stereo not given)	-0.1%	-20.4%	-3.6%	0.8%	-5.0%	-1.2%	-13.6	2.8%	-10.4%	-3.1%	-4.2%
COc1ccc2c(C)c(C(=O)N3CC[C@@H](N4CCC(O)CC4)[C@H](O)C3)oc2c1	0.9%	3.2%	-0.8%	3.7%	0.6%	7.1%	-1.5	7.0%	-3.2%	8.6%	-19.9%
Cc1ccccc1N1CCN(C(=S)c2ccc(-c3ccc([N+](=O)[O-])cc3)o2)CC1	-0.6%	-1.4%	7.3%	-9.7%	-0.8%	-3.4%	-15.4	.	0.0%	-2.6%	-9.6%
CCc1ccc2c(CC(=O)NNC(=O)c3ccncc3)coc2c1	-2.6%	.	.	?	2.0%	.	-3.9	.	5.7%	0.2%	.
Cc1ccc(N(C(=O)c2snc(C(N)=O)c2N)C(C(=O)NCC2CCCO2)c2ccc(C)o2)c(C)c1 (stereo not given)	1.7%	-7.4%	11.8%	-0.6%	1.9%	.	-0.8	?	-6.4%	5.0%	31.9%

A portion of the library (hit frequency here may not be typical).
